Source: PubChem BioAssay
Lipid storage S3: qHTS Assay for Lipid Storage Modulators in Drosophila S3 Cells. Drosophila S3 cells, BODIPY lipid droplet fluorescence, 18-24 h; cells fed with added oleic acid. lipid storage change, negative = inhibition, % at the top dose, mostly 46.1 µM; hits show Potency in µM. 320,000 compounds, 0.64% hits; active = well fitted inhibition curve with a large enough effect in the signal ratio, with a control signal flat, not every such curve was filed as active; inconclusive = small, poorly fitted or top-dose-only effect, or effect the other way, or a change in a side signal; the % refers to the signal ratio
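Drosophila S3 cells loaded with oleic acid (400 uM, as added) and compounds at several concentrations; lipid droplets imaged by 488-nm laser-scanning cytometry, 500–530 nm intensity and object ratio to cell channel. Percent activity normalized to 20 uM Triacsin C.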
Lipid storage S3 cell count max: also measured in Lipid storage S3; calls as there; cell number change, %; measured here: cell count max response;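 cells counted by Cell Tracker Red CMTPX staining in the red channel; peak over a dose series mostly up to 46.1 µM; percent activity relative to internal control wells on each plate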
An asterisk follows results filed as active; i = inactive; ? = inconclusive; nt = not tested or not shown; [ ] = another dose, or the depositor's remark. % is scaled to controls: 0 for no effect and ±100 for the full control effect; potency is read from the fitted curve at half-maximal effect. The list is partial (hit frequency here may not be typical).

SMILES	Lipid storage S3	Lipid storage S3 cell count max
COc1cccc(CN2CCNC(=O)C2CC(=O)NC2CCOCC2)c1OC (configuration not stated)	-1%	nt
COCCn1c(-c2cccs2)nc2nc3ccccc3nc21	3%	-6
COC(=O)c1ccc(C(=O)O)nc1	19%	-1
CN(CCN1CCOCC1)Cc1nc(-c2ccc3c(c2)OCO3)no1	?	nt
CN(C)Cc1c(C(=O)N/N=C/c2cccc(OCc3c(F)cccc3Cl)c2)nnn1-c1nonc1N	?	nt
COc1cccc(C(=O)Nc2cccc3cccnc23)c1OC	?	nt
COc1ccc(CN2CCC(CO)(Cc3ccccc3)CC2)cc1Cn1cccn1	-1%	-8
COc1ccc(C)cc1N(CC(=O)N/N=C/c1ccccc1C(=O)O)S(=O)(=O)c1ccccc1	?	nt
Cc1ccc(C(=O)NCC(C)(C)O)cc1	-5%	-7
CCOc1cccc(OCCNC2CCCC2)c1	-14%[9.22 µM]	-14
COc1cccc(N2CC(O)=C(c3nc4ccccc4c(=O)[nH]3)C2=N)c1	?	nt
Cc1noc(C)c1C(=O)OCC(=O)NC1CCCCC1C (configuration not stated)	?	nt
Cc1ccccc1C(=O)N1CCC(C(=O)Nc2ccc(F)cc2)CC1	?	nt
O=C(Nc1ccc(S(=O)(=O)Nc2nccs2)cc1)c1ccc(N2C(=O)c3ccccc3C2=O)cc1	i	nt
O=C(COC(=O)/C=C/c1cccc(Cl)c1)NCCc1ccc(Cl)cc1Cl	6%	2
CC(C)CC(=O)N=C1SC2CS(=O)(=O)CC2N1CCc1ccccc1 (configuration not stated)	13%	3
O=C(CCNc1n[nH]c(=O)[nH]c1=O)N/N=C\c1cccc(OCc2ccccc2)c1	-14%	21
CC(=O)Oc1ccc2nc(/C=C/c3ccc(C=O)cc3)oc(=O)c2c1	?	nt
COc1cccc(C(=O)NCCN2CCOCC2)c1	0%	2
CCOC(=O)Cc1csc(NC(=O)NC2(C(F)(F)F)Oc3cc(Cl)c(Cl)cc3O2)n1	-4%	2
CC1=C(C(=O)N(C)C)C(c2ccc(N3CCOCC3)cc2)NC(=O)N1 (configuration not stated)	11%	nt
COCCSc1ncnc2c1oc1nc3c(cc12)COC(C)(C)C3	7%	11
Cc1cc(C)cc(NC(=O)CN(Cc2ccccc2)S(C)(=O)=O)c1	8%	7
Cc1cccc(Nc2nnc(SC/C(O)=C(\C#N)c3nc4ccccc4[nH]3)s2)c1	?	nt
CCOc1cccc2cc(C(=O)NCc3ccc(OC)cc3)c(=N)oc12	3%	2

The list continues:
SMILES	Lipid storage S3	Lipid storage S3 cell count max
O=C(N/C(=C/c1cccs1)c1nc2ccccc2[nH]1)c1ccccc1	-26%	-2
O=C(CN1C(=O)NC2(CCCC2)C1=O)NNC(=O)c1ccccc1	0%	10
O=C(CCNC(=O)c1ccc(Br)cc1)NC1CCCCCC1	?	nt
CCCCn1c(/N=C/c2c[nH]c3ccccc23)nc2ccccc21	?	nt
CCOC(=O)N1CCN(Cc2nc3ccc([N+](=O)[O-])cc3c(=O)n2-c2ccc(OC)cc2OC)CC1	?	nt
Cc1[nH]c(C)c2c(=O)[nH]ncc12	-4%	11
Cc1c(N2C(=O)CSC2c2ccco2)c(=O)n(-c2ccccc2)n1C (configuration not stated)	?	nt
COc1ccc(C(CNC(=O)C(CCSC)NC(=O)c2ccccc2Cl)N2CCCCC2)cc1 (configuration not stated)	2%	1
O=C(NCc1ccc2c(c1)OCO2)c1ccc(NC(=O)C2CCCO2)cc1 (configuration not stated)	?	nt
COC(=O)C(Cc1ccccc1)NCC(=O)Nc1cccc(Cl)c1C (configuration not stated)	?	nt
Cc1ccc(C(=O)Nc2cccc(NC(=O)c3cccs3)c2)c(C)c1	?	nt
Cc1[nH]c2ccccc2c1SCC(=O)N1CCCCC1	25%	nt
COc1ccc(NC(=S)N2CCN(C/C=C/c3ccccc3)CC2)cc1	4%	-7
Cc1ccc2c(c1)C1CN(C)CCC1N2CC(=O)N(C)c1ccccc1 (configuration not stated)	?	nt
O=C(NCc1ccccn1)Nc1ccccc1C(F)(F)F	?	nt
O=C(C1=C[C@@H]2[C@H]3C(=O)N(c4ccccc4)C(=O)[C@H]3[C@@H](C(=O)c3ccc(Cl)cc3)N2C=C1)c1ccccc1	?	nt
CCn1nc(C)cc1C(=O)N1CCCC(C(=O)c2ccccc2SC)C1 (configuration not stated)	i	13
CCN1CCN(CCNC(=O)Nc2ccc([N+](=O)[O-])cc2)CC1	-3%	1
Cc1ccccc1C(=O)NCCCn1ccnc1	-5%	10
CSCC[C@H](NC(=O)[C@H](Cc1ccccc1)n1c(=O)[nH]c2ccccc2c1=O)C(=O)N1CCC[C@H]1C(=O)O	?	nt
CCOc1ccccc1N(CC(=O)NC1CCCCC1)C(=O)c1nsc(Cl)c1Cl	-1%	-11
CCCCOc1cccc(C2C(C(=O)c3ccc(C)o3)=C(O)C(=O)N2c2nnc(C)s2)c1 (configuration not stated)	-10%	-7
CCOC(=O)CSc1nnc(Cc2ccc(OC)cc2)n1-c1ccccc1	?	nt
CN(C)CCC(=O)N1c2ccccc2Sc2ccc(C(F)(F)F)cc21	-49%	-20
COc1ccc(S(=O)(=O)N2CCN(c3nn(C)c(=O)n(C)c3=O)CC2)cc1	2%	5

More records.
SMILES	Lipid storage S3	Lipid storage S3 cell count max
COc1cccc(-c2ncc3ccccc3c2COC(=O)c2ccccc2C(=O)O)c1	?	nt
CCOC(=O)c1sc(=NC(=O)c2ccccc2Br)n(C)c1C	i	-12
C=CCNc1c2c(nc3ncnn13)CC(C)CC2 (configuration not stated)	?	nt
C=CCn1c(Cc2cccs2)nnc1SCC(=O)Nc1ccc(OC)c(OC)c1	?	nt
COc1ccc(C[C@](C)(N)C(=O)O)cc1OC	16%	-5
Cc1ccc(S(=O)(=O)N2CCCN(S(=O)(=O)c3ccc(C(F)(F)F)cc3)CC2)cc1	-4%	0
COc1cccc(-c2nnc(SCC(=O)OC(C)C)n2N)c1	?	nt
CCC1(C)C(Nc2c(C)cccc2C)=NC(=S)N1c1ccc(NC(C)=O)cc1 (configuration not stated)	4%	11
Cc1ccc(N(C(C)C(=O)Nc2c(C)n(C)n(-c3ccccc3)c2=O)S(C)(=O)=O)cc1C (configuration not stated)	?	nt
O=C(Nc1ccc(Cl)cn1)c1ccccc1[N+](=O)[O-]	1%	7
CCc1ccc2[nH]c(=O)c(CN(CCCN3CCOCC3)C(=O)Nc3ccccc3)cc2c1	?	nt
CCOC(=O)C(=O)Nc1cccc(C(=O)OCC)c1	?	nt
C=C(C)c1ccccc1	11%	1
CCN(C(=O)CSc1nc2cc(Cl)ccc2c(=O)n1Cc1ccco1)C1CCS(=O)(=O)C1 (configuration not stated)	?	nt
COc1cc(Nc2c3ccccc3nc3ccccc23)cc(OC)c1OC	?	nt
O=C(NCC(=O)N(c1ccc(F)cc1)C(C(=O)NC1CCCCC1)c1ccncc1)c1ccco1 (configuration not stated)	?	nt
OCCOc1ccc(CN2CCCC(N3CCN(c4ccc(F)cc4)CC3)C2)cc1 (configuration not stated)	11%	23
CCOc1ccc(NS(=O)(=O)c2ccc3c(c2)n(C)c(=O)n3C)cc1	7%	2
Cc1cc(C)n2nc(SCn3nnc4ccccc4c3=O)nc2n1	?	nt
COc1ccc(OCc2nnc(SCC(=O)Nc3nnc(C4CC4)s3)n2C)cc1	?	nt
O=C(Nc1cccc(NC(=O)c2ccccc2Cl)c1)c1ccc([N+](=O)[O-])o1	-9%	nt
CN(C)c1ccc(/C=N/NC(=O)CNC(=O)c2ccc3c(c2)OCCO3)cc1	?	nt
Oc1ccc2ccccc2c1CNc1ccc(Br)cc1	?	nt
O=[N+]([O-])c1ccccc1CNc1ccc(F)c(Cl)c1	?	nt
O=[N+]([O-])c1ccc(CS(=O)(=O)N2CCN(c3ccccc3)CC2)cc1	i	20

Additional entries:
SMILES	Lipid storage S3	Lipid storage S3 cell count max
O=C(CC1CCCC1)Nc1cccc(Br)c1	?	nt
Cc1c(C2(O)CCCCC2)[nH]c2ncccc12	i	-1
NS(=O)(=O)c1ccccc1NC(=S)Nc1ccccc1S(N)(=O)=O	3%	22
O=S(=O)(c1cccs1)N1CN(Cc2ccc(Cl)cc2)c2nc3ccccc3nc21	?	nt
CCCCN(CC)CCNC(=O)c1nn(-c2ccc(OC)cc2)c(=O)c2c1c1ccccc1n2C	4%	4
COc1ccc(C2C(C#N)=C(C)NC3=C2S(=O)(=O)c2ccccc23)cc1 (configuration not stated)	8%	5
Cn1c(=O)c(C(=O)NCCCc2ccccc2)c(O)c2ccccc21	?	nt
COc1ccc2nc(NC(=O)c3ccc([N+](=O)[O-])o3)sc2c1	?	nt
COC(=O)c1cc(OC)c(OC)cc1NC(=S)Nc1cccc(C(C)=O)c1	-6%	-26
COC(=O)c1sc(NC(=O)COc2ccc(C)cc2)nc1C	?	nt
COc1ccc(OC)c(NC(=O)c2oc3ccccc3c2NC(=O)C2CC2)c1	?	nt
COc1ccc(Oc2nc(-c3ccccn3)ncc2OC)cc1	2%	8
CCOC(=O)c1oc2cccc(O)c2c1CN1CCOCC1	?	nt
C[C@@H](C(=O)NCc1ccccn1)[C@H]1C[C@]1(C)[C@H](NC(=O)OCc1ccccc1)c1ccccc1	1%	21
CN(C)CCN(C)Cc1ccc2c(c1)Cc1ccccc1-2	?	nt
CCC(C)[C@H](NS(=O)(=O)c1ccc(C)cc1)C(=O)N1CCC(C(=O)N2CCC(C(=O)OC)CC2)CC1 (some centres not stated)	-18%	-11
Cc1ccc(OCCNC(=O)CNC(=O)c2ccc(C)c(C)c2)cc1	i	nt
COc1ccc(CNc2ncnc(N)n2)cc1	i	1
CCOC(=O)c1c(-c2cccc3ccccc23)csc1NC(=O)C1C2CCC(O2)C1C(=O)O (configuration not stated)	?	nt
O=C(CN1C(=O)S/C(=C\C=C\c2ccccc2)C1=O)Nc1ccccc1C(=O)O	15%	3
Cc1nn(C(C)C(=O)NCc2ccccc2Cl)c(=O)c2c1sc1ccccc12 (configuration not stated)	i	-15
O=C(NN=C1CCCC1)c1cc(-c2ccc(F)cc2)nc2ccccc12	?	nt
CCOc1cc(-c2noc(CCC(=O)N3CCOCC3)n2)ccc1OC	?	nt
O=C(Cc1ccc(S(=O)(=O)N2CCOCC2)s1)N(Cc1ccccc1)c1ccccc1	?	nt
COc1ccc(Cl)cc1NC(=O)COC(=O)CCNS(=O)(=O)c1cccs1	1%	10

Continued.
SMILES	Lipid storage S3	Lipid storage S3 cell count max
O=C(Cn1nc(C(=O)O)c2ccccc2c1=O)NCc1ccco1	?	nt
O=C(/C=C/c1ccco1)N1CCN(c2ccccc2)CC1	9%	-1
O=C(O)c1cccnc1SCc1cccc(Cl)c1	4%	0
O=C(Nc1cnn(Cc2ccc(F)cc2)c1)C(c1ccccc1)c1ccccc1	13%	3
CC(=O)Nc1ccc(OC(F)(F)Cl)cc1	-3%	-2
C=CCN(CC=C)Cc1c(C)[nH]c2c(C)c(C)ccc2c1=O	?	nt
CN(C)c1ccc(C(=S)N2CCOCC2)cc1	6%	-13
COc1ccc(-n2c(Cc3cccn3C)nnc2SCC(=O)Nc2cccc(F)c2)cc1	-18%	-7
CC1(C)CC(=O)C=C(Nc2ccccc2N)C1	i	0
CCCc1ccc(OC(=O)c2ccc(O)cc2Cl)cc1	?	nt
CC(NC(=O)c1ccco1)C(=O)N1CCCCC1 (configuration not stated)	?	nt
CCC(C)(C)NC(=O)C(c1ccco1)N(C(=O)c1csnn1)c1cccc(F)c1 (configuration not stated)	?	nt
Brc1ccc(-c2noc(COc3ccc4c(c3)CCC4)n2)o1	?	nt
CC1(OC(=O)CCc2ccccc2)C(=O)C=C2C=C(c3ccc(C#N)cc3)N(C3CCCCC3)C=C2C1=O (configuration not stated)	1%	20
Cc1ccc(C(=O)N/C(=C\c2ccc(-c3ccccc3[N+](=O)[O-])o2)C(=O)NCCCN(C)C)cc1	?	nt
C[C@H](C(O)c1ccccc1)N(C)C(=O)CN (some centres not stated)	?	nt
CC(=O)Nc1ccc(NC(=O)Cn2c(=O)n(-c3ccc(C)cc3)c(=O)c3oc4ccccc4c32)cc1	-5%	-5
O=C(COC(=O)[C@H](Cc1ccccc1)NC(=O)c1cccs1)Nc1ccccc1C(F)(F)F	0%	nt
Cc1nc2nc(CC(=O)O)[nH]n2c(=O)c1[N+](=O)[O-]	?	nt
Cc1ccc(N2C(=O)Nc3ccccc3C2(O)C(=O)NCCCOC(C)C)cc1C (configuration not stated)	-2%	-5

Copied from the list.
Lipid storage S3 cell count max with CN(C)c1ccc(C(=S)N2CCOCC2)cc1 stands at -13
Lipid storage S3 cell count max with O=C(Nc1cnn(Cc2ccc(F)cc2)c1)C(c1ccccc1)c1ccccc1 stands at 3
Lipid storage S3 with O=C(COC(=O)[C@H](Cc1ccccc1)NC(=O)c1cccs1)Nc1ccccc1C(F)(F)F stands at 0%

An excerpt of these results, with two lines to a compound:
Fields – Lipid storage S3, Lipid storage S3 cell count max
- CC(=O)Nc1ccc(OC(F)(F)Cl)cc1
  -3%, -2
- C=CCN(CC=C)Cc1c(C)[nH]c2c(C)c(C)ccc2c1=O
  ?, nt
- CN(C)c1ccc(C(=S)N2CCOCC2)cc1
  6%, -13
- COc1ccc(-n2c(Cc3cccn3C)nnc2SCC(=O)Nc2cccc(F)c2)cc1
  -18%, -7
- CC1(C)CC(=O)C=C(Nc2ccccc2N)C1
  i, 0
- CCCc1ccc(OC(=O)c2ccc(O)cc2Cl)cc1
  ?, nt
- CC(NC(=O)c1ccco1)C(=O)N1CCCCC1 (configuration not stated)
  ?, nt
